Compound activity: PubChem, The Scripps Research Institute Molecular Screening Center
ARFGAP1 inh: inhibits rat ARF GTPase activating protein 1; Q62848; Arfgap1-stimulated ARF1 GTP hydrolysis, GDP FP detection; inhibition, % at 16.5 µM; 360,000 compounds, 0.26% hits; AID 651572;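 active means inhibition above a per-plate limit, mean inhibition of low control wells plus 3 SD, cut at about 25% in these data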;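 further: 0% = DMSO wells with enzyme and 100% = wells lacking Arfgap1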
Target sequence (Q62848 1-136 limits assumed): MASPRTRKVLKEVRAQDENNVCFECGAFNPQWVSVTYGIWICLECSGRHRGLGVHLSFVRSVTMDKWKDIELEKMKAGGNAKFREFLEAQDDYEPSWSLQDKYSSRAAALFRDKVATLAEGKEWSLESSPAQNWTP
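Replicates: Single well per compound | Assay system: Truncated rat Arfgap1 GAP domain | Control set: No-Arfgap1 wells (100%) versus DMSO full-reaction wells (0%) | Times: Enzyme reaction 120 min at 25 °C after 20 min preincubation | Reagent: Human ARF1(Δ1-17)-GTP substrate | Measured by: Tracer-displacement fluorescence polarization with EDTA stop, 620/688 nm | Measure: Percent inhibition of Arfgap1-stimulated GTP hydrolysis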
ASAP1 inh: inhibitors of human ASAP1 ArfGAP activity. Q9ULH1. ASAP1-stimulated ARF1 GTP hydrolysis, GDP FP detection. inhibition, % at 16.5 µM. 360,000 compounds, 0.19% hits. AID 624377; in the data active means inhibition above about 25%;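 further: 0% = vehicle with enzyme and substrate and 100% = no enzyme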
SIAE primary: blocks human sialic acid acetylesterase; inhibition, % at 9.66 µM; AID 1053197; SIAE FP-Rh probe binding, fluorescence polarization; 370,000 compounds, 0.69% hits;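 active means inhibition above a cutoff: mean of compounds within the control limits plus 3 SD of those, cut at about 17% in these data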;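 further: 0% = plate median of compound wells and 100% = probe without SIAE protein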
ADAM10 inh: ADAM10 inhibition, QFRET primary screen; 370,000 compounds, 0.62% hits; O14672; AID 720582; recombinant ADAM10, EDANS/DABCYL FRET peptide cleavage, 3 h; inhibition, % at 7 µM;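 active means inhibition above a per-campaign cutoff equal to the mean of compounds falling between control-based bounds plus 3 SD, cut at about 20% in these data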;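 further: 0% = DMSO wells while the 100% control is not disclosed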
Tn7 DDE FP: disrupts Tn7 cyclic peptide binding to fibrin D-Dimer-E complex; P02675; FP displacement of FITC-Tn7 peptide from fibrin DD(E); 0% = median of compound wells per plate; inhibition, % at 8.3 µM; 370,000 compounds, 0.13% hits;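 active means inhibition above the mean of compounds falling within the control limits plus 3 SD of them, cut at about 14% in these data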;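 further: 0% = plate median of compound wells and 100% = 10 µM Aha-Tn7 peptide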
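Measure: % inhibition scaled between sample-field median and high-control FP; Test system: human fibrin DD(E); Quantity: 2 µM final DD(E) protein; Doses: one dose, 8.3 µM nominal; Schedule: compound with protein 10 min, then 3 h after probe, room temperature; Detection: fluorescence polarization; Medium: Tris buffer with calcium and detergent, pH 7.8.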
PLCb3 inh: inhibitors of human phospholipase C beta3; Q01970; Purified PLC-beta3, fluorogenic substrate, fluorescence; inhibition, % at 12.2 µM; 370,000 compounds, 0.18% hits; AID 720704; in the data active means inhibition above about 11%;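 further: 0% = median of compound wells on plate and 100% = full blocker control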
PLC-gamma1 inh: blocks human PLC-gamma1 enzyme activity. P19174. inhibition, % at 12.2 µM. purified PLC-gamma1, fluorogenic substrate, fluorescence. 370,000 compounds, 0.84% hits; in the data active means inhibition above about 9.5%
Tn6 DDE FP: inhibitors of Tn6 peptide binding to human fibrin DD(E); inhibition, % at 8.3 µM; 370,000 compounds, 0.21% hits; Fibrin DD(E) TRITC-Tn6 fluorescence polarization displacement;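 active means inhibition above a per-campaign cutoff: mean of compounds within control limits plus 3 SD, cut at about 15% in these data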;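 further: 0% = median of all compound wells on the plate and 100% = blocking peptide control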
TDP2 absorb: blocks human TDP2 phosphodiesterase activity; O95551; recombinant TDP2, T5PNP hydrolysis, p-nitrophenol absorbance 415 nm; inhibition, % at 12.8 µM; 370,000 compounds, 0.34% hits;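 active means inhibition above the mean of all tested compounds plus 3 SD, set per campaign, cut at about 25% in these data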;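 further: 0% = DMSO with enzyme and 100% = buffer with substrate but no TDP2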
Target sequence (O95551 whole entry, looked up): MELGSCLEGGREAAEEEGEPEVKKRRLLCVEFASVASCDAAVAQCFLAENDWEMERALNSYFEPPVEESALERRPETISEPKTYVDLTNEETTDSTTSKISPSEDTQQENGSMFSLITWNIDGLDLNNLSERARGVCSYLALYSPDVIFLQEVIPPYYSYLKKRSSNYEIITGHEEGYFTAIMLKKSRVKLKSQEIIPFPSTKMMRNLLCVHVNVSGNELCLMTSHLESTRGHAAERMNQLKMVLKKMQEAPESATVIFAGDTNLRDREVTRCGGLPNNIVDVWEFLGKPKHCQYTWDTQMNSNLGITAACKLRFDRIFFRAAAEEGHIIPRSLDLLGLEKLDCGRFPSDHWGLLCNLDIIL
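test system = human TDP2 enzyme | input = TDP2 enzyme at 120 nM final | medium = 50 mM Tris-HCl pH 7.5 with Mg2+, KCl, DTT, BSA | also added = T5PNP substrate, 5 mM | times = 2 h at 37 °C | technique = epi absorbance | benchmarks = high control without enzyme, low control DMSO plus TDP2 | replication = each compound tested once, singlicate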
ADAM17 inh: inhibits human ADAM17; P78536; recombinant ADAM17, EDANS/DABCYL FRET peptide cleavage; inhibition, % at 6.95 µM; 370,000 compounds, 0.83% hits; AID 720648;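 active means inhibition above the mean of compounds lying between control limits plus 3 SD, set per campaign, cut at about 8.5% in these data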;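 further: 0% = DMSO-only wells as the low control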
Target sequence (P78536 215-824 limits assumed): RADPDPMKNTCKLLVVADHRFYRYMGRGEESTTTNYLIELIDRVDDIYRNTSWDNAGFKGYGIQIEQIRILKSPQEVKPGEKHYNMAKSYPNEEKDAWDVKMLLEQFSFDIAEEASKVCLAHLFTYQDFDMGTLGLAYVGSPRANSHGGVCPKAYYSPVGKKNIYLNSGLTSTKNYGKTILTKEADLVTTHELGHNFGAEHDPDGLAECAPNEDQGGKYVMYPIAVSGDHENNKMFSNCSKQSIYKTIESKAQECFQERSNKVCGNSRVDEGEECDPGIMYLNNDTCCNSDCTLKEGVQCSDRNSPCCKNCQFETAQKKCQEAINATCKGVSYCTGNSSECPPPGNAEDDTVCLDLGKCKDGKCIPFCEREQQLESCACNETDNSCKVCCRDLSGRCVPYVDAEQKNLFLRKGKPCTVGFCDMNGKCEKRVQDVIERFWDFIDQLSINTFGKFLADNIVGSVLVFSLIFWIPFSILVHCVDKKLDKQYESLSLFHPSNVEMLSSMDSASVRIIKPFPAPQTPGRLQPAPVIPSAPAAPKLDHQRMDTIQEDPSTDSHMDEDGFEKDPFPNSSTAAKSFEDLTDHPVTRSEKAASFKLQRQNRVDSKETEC
* hit, by the source's call; i = inactive; . = no result given.

The opening two records, to show the layout:
SMILES	ARFGAP1 inh	ASAP1 inh	SIAE primary	ADAM10 inh	Tn7 DDE FP	PLCb3 inh	PLC-gamma1 inh	Tn6 DDE FP	TDP2 absorb	ADAM17 inh
CC1(C)O[C@@H]2C[C@H]3[C@@H]4C[C@H](F)C5=CC(=O)C=C[C@]5(C)[C@H]4[C@@H](O)C[C@]3(C)[C@]2(C(=O)CO)O1	7	1	-5	-8	1	-3	-1	-6	-1	-4
CCn1c(SCC(=O)NC2CCCCC2)nnc1-c1ccco1	7	10	2	10	-2	-7	3	-2	-13	-1

All compounds of this part, from the first entry:
SMILES	ARFGAP1 inh	ASAP1 inh	SIAE primary	ADAM10 inh	Tn7 DDE FP	PLCb3 inh	PLC-gamma1 inh	Tn6 DDE FP	TDP2 absorb	ADAM17 inh
CC1(C)O[C@@H]2C[C@H]3[C@@H]4C[C@H](F)C5=CC(=O)C=C[C@]5(C)[C@H]4[C@@H](O)C[C@]3(C)[C@]2(C(=O)CO)O1	7	1	-5	-8	1	-3	-1	-6	-1	-4
CCn1c(SCC(=O)NC2CCCCC2)nnc1-c1ccco1	7	10	2	10	-2	-7	3	-2	-13	-1
Cc1cc(NC(=O)Nc2cccc(Cl)c2)no1	-2	8	-6	-5	-1	-1	-1	-12	8	-4
Cc1c(C(=O)N(Cc2ccncc2)CC2CCCO2)oc2c(F)cccc12 (configuration not stated)	10	-3	7	0	-1	-2	2	3	2	-1
O=C(Cn1nnc(-c2cccs2)n1)Nc1ccccc1C(F)(F)F	8	4	4	-1	-2	6	3	1	-6	-5
CCCCc1cc2c(cc1NC(=O)CN1CCCCC1)OCCO2	8	0	5	0	0	-7	1	2	10	2
OC[C@@H]1CN(Cc2cccs2)C[C@H](n2cnc3c(N4CCN(c5ccccc5)CC4)ncnc32)O1	-3	10	2	1	-2	-1	-2	-4	-8	1
Cc1cccc(N2O[C@H]3C=CC2CCCC3)n1	-2	2	2	-5	-3	3	1	1	-4	1
CCCn1c(C)cc(C(=O)COc2ncnc3sccc23)c1C	7	3	2	-9	3	-6	-8	-1	1	-3
NC(=O)C1CC(=O)N(c2ccc(OCc3ccc(Cl)cc3Cl)cc2)C1 (configuration not stated)	3	9	3	2	5	1	-1	-5	11	0
Cc1cccnc1NC(=O)CNC(=O)c1sc2ccccc2c1Cl	-3	8	-2	-11	2	-8	0	-7	5	-8
Fc1ccc(-n2c(-c3ccc4ccccc4n3)n[nH]c2=S)cc1	-3	5	16	1	-5	-22	-21	5	7	2
O=C(Nc1ccc(Cc2ccc(NC(=O)C3CC3)cc2)cc1)C1CC1	19	0	-1	1	1	3	0	-5	-1	0
Clc1ccc(Oc2ccccc2)c2ncccc12	19	-6	2	-9	-3	-5	0	-2	-2	-3
COC(=O)CCCc1nc2ccccc2s1	-4	-7	63*	9	-6	2	1	2	-12	1
Cc1ccc(CCN2CC(C(=O)NCCc3ccccc3)CC2=O)cc1 (configuration not stated)	1	6	-10	-2	-2	-9	7	-7	-21	1
O=C(NCc1ccccc1Cl)[C@@H]1CCCN1S(=O)(=O)c1ccc(Cl)cc1	1	15	2	-10	0	-1	2	-2	1	-39
O=C(Nc1cccc(C(F)(F)F)c1)c1ccc(-c2ccc(F)c(F)c2)c2ccoc12	9	-18	0	1	-3	1	0	-8	1	-2
CCNC(=O)C1(C)CCN(C(=O)c2ccc(-c3ccccc3)cc2)C1 (configuration not stated)	-2	4	-5	-5	-2	-1	-4	6	-3	-4
COc1ccc(OC)c(-c2cc(C(=O)Nc3c(C)n(C)n(-c4ccccc4)c3=O)no2)c1	0	14	-6	11	1	0	-3	-6	-20	8
CCc1sc(C(=O)NCc2cc(C)n(C)n2)cc1Br	-8	9	3	12	-4	10	3	-6	-8	7
O=C1CCC(C(=O)N2CCCC(N3CCN(c4cccc(C(F)(F)F)c4)CC3)C2)=NN1 (configuration not stated)	3	0	5	-1	1	-4	1	5	12	-3
CSc1ccccc1NC(=O)CSc1n[nH]c(C)c1[N+](=O)[O-]	-4	9	-9	7	2	-7	1	5	-4	-1
Cc1ccc(C(=O)C2CCN(C(=S)NCC3CCCO3)CC2)cc1 (configuration not stated)	-15	-11	1	-7	2	-4	1	0	-3	-6
CCOc1ccccc1CN1CCN(C2CCOCC2)CC1CCO (configuration not stated)	8	7	-2	5	-5	-3	3	-5	10	-1
O=C(c1cnn2ccccc12)N1CCN(C2CCCCC2)CC1	3	-1	-2	-22	-2	1	2	0	-6	1
COc1ccc(CN2C[C@H](C)[C@@H](CC(=O)NCc3ccccc3)C2=O)cc1	-2	-19	-2	-4	-2	-2	-2	7	-5	-4
O=C(Nc1ccccc1)c1ccc(NC(=O)C2CC2)cc1	3	12	-6	-10	2	-6	1	4	-2	1
O=C(CSc1ccccc1C(=O)O)Nc1cccc(C(=O)O)c1	6	-9	2	-2	7	2	-3	4	12	-2
NC(=O)c1cc(NC(=O)CCNS(=O)(=O)c2cccc(C(F)(F)F)c2)cc(C(N)=O)c1	-2	-3	-2	-1	6	-1	-3	4	13	0
Cc1ccc(S(=O)(=O)Nc2ccc3cn[nH]c3c2)c(C)c1	-5	6	0	-10	5	-5	0	-5	-5	-4
CCOC(=O)c1sc(NC(=O)CSc2nc3ccccc3o2)c(C(=O)OCC)c1C	-4	6	-11	-6	3	-3	-1	-6	-5	-2
CN(c1ccccc1)S(=O)(=O)c1ccc(Cl)nc1	7	6	1	5	-1	-2	0	-2	1	-1
C=CCNC(=S)NNC(=O)c1ccccc1OCC	1	-12	1	5	2	-3	1	7	9	-3
CC(C)[C@H](NC(=O)N1CC(=O)Nc2ccccc21)C(=O)N[C@H](Cc1ccccc1)C(=O)O	-3	8	1	-20	5	1	2	-3	-4	0
CCC(C)[C@H](NC(=O)N1CCn2c1nc1ccccc12)C(=O)NCc1ccccc1 (some centres not stated)	-1	1	4	5	-7	-4	3	-1	12	-2
C#CCOc1c(Br)cc(/C=N\NC(=O)CN2CCOCC2)cc1OCC	5	1	0	3	-2	-2	-1	1	1	1
Cc1ccc(S(=O)(=O)N(CCC(=O)N2CCOCC2)c2ccccc2)cc1	0	0	2	-11	-2	-7	6	-1	-9	-1
CC[C@]1(C(=O)OC)[C@H]2C(=O)N(Cc3ccccc3)C(=O)[C@H]2[C@H]2CN=C(SCC(=O)c3ccccc3)N21	-2	-3	1	7	-2	4	1	1	6	1
Cc1c(-c2ccccc2)cn2c1-c1ccc(C)n1CC2	1	9	-3	-76	8	-133	-88	7	3	-20
CCN(CC)CCN(Cc1cc2cc3c(cc2[nH]c1=O)OCCO3)C(=O)NC1CCCCC1	20	3	-11	i	1	-180	-136	-4	-4	-168
COc1ccccc1N1CCN(C(=O)CSc2ncccc2-c2nc3ccccc3[nH]2)CC1	-14	16	-3	-199	-1	-91	-65	1	-6	-63
O=[N+]([O-])c1ccc(N2CCN(CC(O)COc3ccccc3)CC2)cc1 (configuration not stated)	-11	-1	5	18	-4	2	5	-5	-1	1
CCN(Cc1ccncc1)C(=O)CC1C(=O)NCCN1Cc1ccc(F)c(F)c1 (configuration not stated)	-4	-6	10	-13	-3	-5	-8	-1	8	-6
CCOC(=O)c1c(N)sc(C(O)(C(F)(F)F)C(F)(F)F)c1-c1ccc(F)cc1	8	7	1	24*	-2	-4	0	-6	7	11*
Cc1ccc(C(=O)Nc2cccnc2)cc1Cl	-3	5	-4	-2	4	-4	-2	-1	10	-3
CCN1CCN(C(CNC(=O)c2ccc3c(c2)OCO3)c2cccnc2)CC1 (configuration not stated)	8	-1	0	-8	7	2	-2	0	-1	4
CNc1ccccc1/C(O)=C(\C#N)C(=O)NCc1cccs1	.	.	3	2	2	-7	-8	-7	1	-1
COc1ccc(N(CC(=O)Nc2ccc3c(c2)OCO3)S(=O)(=O)c2ccccc2)c(OC)c1	7	8	3	12	1	5	4	-9	-4	2
COc1ccccc1N1CCN(C(=O)c2ccc(-c3nc4ccccc4s3)o2)CC1	2	11	4	-12	0	-18	-10	0	-11	1
N#Cc1nc(-c2ccccc2)oc1N1CCN(C(=O)c2ccco2)CC1	-5	4	4	-182	1	-19	-6	5	-3	-47
Cc1nc2c(-c3ccccc3)c(C)nn2c(C)c1CCC(=O)N1CCOCC1	14	14	-3	3	-4	-55	-38	-1	-2	1
COc1ccc(S(=O)(=O)N(c2onc(C)c2Cl)S(=O)(=O)c2ccc(OC)c(OC)c2)cc1OC	-6	7	-5	3	-4	5	1	-5	-4	-2
Cc1c(C(=O)OCC[N+]2(C)CCCCC2)oc2ccccc12	-19	2	6	-2	4	-2	3	-8	-9	-3
COc1ccccc1CCN1CCCC(CN(C)C(=O)CCC(N)=O)C1 (configuration not stated)	-5	-16	3	-9	-5	-1	3	-8	10	-4
Cc1n[nH]c(=O)c2c(NC(=O)COC(=O)c3cccc(OC(F)F)c3)oc(C)c12	21	-11	-2	-23	1	-2	0	-3	-14	-5
COc1ccc(Cn2cc(CN3[C@H](CC(C)C)COc4cc(Br)ccc4S3(=O)=O)nn2)cc1	.	.	1	6	-8	0	7	-3	-10	4
CC(C)C(C#CC1CC1)NCc1ccc2c(c1)OCO2 (configuration not stated)	.	.	-2	-5	4	0	6	5	-9	-2
CNc1c(NS(=O)(=O)c2ccc3c(c2)CCCC3)c(=O)oc2ccccc12	-2	7	-3	10	1	-3	3	-7	-11	-1
CC1CCN(CC(=O)N(C)c2c(N)n(Cc3ccccc3)c(=O)[nH]c2=O)CC1	3	-5	-4	-4	-2	1	4	-3	-1	1
(next part)
SMILES	ARFGAP1 inh	ASAP1 inh	SIAE primary	ADAM10 inh	Tn7 DDE FP	PLCb3 inh	PLC-gamma1 inh	Tn6 DDE FP	TDP2 absorb	ADAM17 inh
Cc1onc(-c2c(F)cccc2Cl)c1C(=O)N1CCN(S(C)(=O)=O)CC1	8	0	5	2	-6	3	5	-5	-2	0
O=C(COC(=O)c1ccccn1)NCc1cccc(Cl)c1	-5	-1	-2	-14	-5	-5	3	2	-3	-3
Cc1[nH]c(=O)sc1C(=O)NCc1ccc([N+](=O)[O-])cc1	0	7	-4	0	3	3	3	5	-4	-2
O=C(c1ccc(COc2ccc(Cl)cc2Cl)o1)N1CCCC1	2	-4	4	1	-1	-5	0	-5	-6	3
CN(C)c1cccc(NC(=O)NC2(C)CCS(=O)(=O)C2)c1 (configuration not stated)	3	4	4	5	-11	-7	0	7	-10	3
O=C(NC1CCN(S(=O)(=O)c2ccccc2)CC1)C1CCCCC1	-4	-6	7	4	-6	3	3	-2	-9	2
Cc1ccc(Cl)cc1NC(=O)CCC(=O)NCc1ccco1	-6	12	-2	7	-7	-4	0	-8	7	0
